# GPR55 antagonists: GPR55 antagonists blocking LPI-driven arrestin recruitment, primary screen, imaging, U2OS, beta-arrestin-GFP, LPI agonist (AID 2013); G-protein coupled receptor 55 (Homo sapiens); U2OS GPR55 beta-arrestin-GFP translocation imaging, LPI antagonism; higher % means a stronger effect; one-dose inhibition, % at 10 µM; IC50 in µM for titrated hits; 290,000 tested, 0.13% active;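 active = spots per cell inhibited over 60%, with over 100 cells counted and total cytoplasm intensity under 500,000; inconclusive = wells with under 100 cells, flagged as likely toxic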;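 note: U2OS cells stably carrying GPR55 and arrestin-GFP stimulated by 5 µM LPI near EC80; imaged beta-arrestin-GFP aggregate spots per cell after agonist stimulation; plate controls were LPI-stimulated DMSO wells for no effect and DMSO wells without LPI for full effect; some results filed as inactive read as strong as hits; confirmed hits need IC50 under 10 µM and bright autofluorescent wells are also inconclusive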
# NTR1 agonist: agonists of NTR1, primary screen, imaging, U2OS cells, beta-arrestin-GFP, high content (AID 493036). 330,000 tested, 0.17% active. activation, % at 20 µM. Neurotensin receptor type 1 (Homo sapiens), P30989. NTR1-U2OS beta-arrestin-GFP spot imaging, agonist mode;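 active = activation at or above 40% of the spot to cytoplasm intensity ratio, with at least 20 cells analyzed; inconclusive = wells under 20 cells, flagged as cytotoxic or low count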;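 note: 0% = DMSO without peptide and 100% = 100 nM NTR1 peptide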
# Target sequence (P30989 whole entry, looked up): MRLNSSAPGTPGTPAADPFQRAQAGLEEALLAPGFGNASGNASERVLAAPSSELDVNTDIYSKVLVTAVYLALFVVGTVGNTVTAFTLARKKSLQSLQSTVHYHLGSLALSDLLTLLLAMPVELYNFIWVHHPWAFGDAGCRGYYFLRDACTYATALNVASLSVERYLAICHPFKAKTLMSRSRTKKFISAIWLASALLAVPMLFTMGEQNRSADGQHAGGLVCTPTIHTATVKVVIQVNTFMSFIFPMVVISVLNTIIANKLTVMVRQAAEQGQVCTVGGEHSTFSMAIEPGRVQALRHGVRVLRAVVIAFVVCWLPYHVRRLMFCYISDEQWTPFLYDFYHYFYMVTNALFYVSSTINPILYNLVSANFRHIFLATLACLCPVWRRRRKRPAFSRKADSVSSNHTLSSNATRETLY
# Siah-1 displacement: Siah-1 peptide-binding antagonists, primary screen, biochemical, fluorescence polarization, rhodamine-plectin, uHTS (AID 1817). E3 ubiquitin-protein ligase SIAH1 (Homo sapiens). Siah-1 / rhodamine-plectin peptide fluorescence polarization; higher % means a stronger effect. displacement, % at 20 µM, or IC50 in µM where a hit was titrated. 290,000 tested, 0.02% active;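 active = displacement of at least 50% at 20 µM, with a fluorescence ratio check between 0.3 and a set limit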;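 note: plate controls were Siah plus tracer with DMSO for no effect and tracer alone without Siah for full effect; strong numbers were not always called active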
# GPR55 beta-arrestin: GPR55 agonists via beta-arrestin recruitment, primary screen, imaging, U2OS cells, beta-arrestin-GFP redistribution (AID 1961). G-protein coupled receptor 55 (Homo sapiens). U2OS GPR55 beta-arrestin-GFP redistribution imaging; higher % means a stronger effect. activation, % at 10 µM, or EC50 in µM where a hit was titrated. 290,000 tested, 0.048% active;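 active = activation above 40% with more than 50 cells counted in the well; inconclusive = wells holding fewer than 50 cells, flagged as toxic or sparse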;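 note: U2OS osteosarcoma cells stably expressing GPR55 and beta-arrestin-GFP; plate controls were DMSO negative control for no effect and LPI positive control for full effect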
# HIV peptide binding: inhibitors of HIV fusion peptide binding, primary screen, biochemical, uHTS, fluorescence dequenching (AID 1986) | one-dose inhibition, % at 20 µM; IC50 in µM for titrated hits | 290,000 tested, 0.3% active | cell-free peptide binding, fluorescence dequenching, 30 min; higher % means a stronger effect; in the data active = inhibition mostly above about 52%, no sharp cut-off; inactive = mostly below about 76%; note: some results filed as inactive read as strong as hits
# NS5 inhibitors: Dengue-2 NS5 methyltransferase inhibitors, primary screen, biochemical, confirmation dose response (AID 588689); inhibition, % at 25 µM, or IC50 in µM where a hit was titrated; Dengue-2 NS5 methyltransferase capping enzyme assay, biochemical; higher % means a stronger effect; 340,000 tested, 0.3% active; in the data active = a potency from the dose series; inconclusive = inhibition above about 29% without an active follow-up result
# AID2073: inhibitors of Mint1-CaV2.2 protein interaction, biochemical, HTRF (AID 2073); inhibition, % at 20 µM; hits with a dose series show IC50 in µM; Voltage-dependent N-type calcium channel subunit alpha-1B (Homo sapiens); 290,000 tested, 0.19% active; HTRF protein-protein interaction, Mint1-CaV2.2; higher % means a stronger effect; in the data active = inhibition mostly above about 51%, no sharp cut-off; inconclusive = no clear call, values can overlap the other calls; inactive = mostly below about 53%; note: some results filed as inactive read as strong as hits
# GPR35 arrestin U2OS: GPR35 antagonists blocking zaprinast-driven arrestin recruitment, primary screen, imaging, U2OS, beta-arrestin-GFP, zaprinast agonist (AID 2058); 290,000 tested, 0.052% active; inhibition, % at 10 µM; hits with a dose series show IC50 in µM; U2OS GPR35 beta-arrestin-GFP translocation imaging, zaprinast antagonism; higher % means a stronger effect; G-protein coupled receptor 35 (Homo sapiens);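 active = inhibition of at least 50% with at least 30 cells and total cytoplasm GFP at most 10,000,000; inconclusive = under 30 cells or total GFP of 10,000,000 plus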
# UTI89 phage lysis: inhibition of K1F phage lysis, E. coli UTI89, bacterial capsule biogenesis inhibitors, alamar blue (AID 488966); E. coli UTI89 K1F phage lysis, alamar blue, 2 h; higher % means a stronger effect; inhibition, % at 100 µM; hits with a dose series show IC50 in µM; 340,000 tested, 0.02% active;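 active = phage lysis inhibition, versus mean bacterial control, above a set limit; inconclusive = no clear call, values can overlap the other calls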;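 note: capsule biogenesis inhibitors block K1F phage lysis so surviving cells raise fluorescence; higher fluorescence means more inhibition of phage lysis; actives were called in the ten point dose series up to 300 µM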
# NTR1 agonist cell count 20 µM: second read-out of NTR1 agonist, no call of its own (marks repeat the call); cell count; measured here: cell count, cytotoxicity flag
# * = called active by the depositor; ? = inconclusive; nt = not tested or not shown; & = joins results of further samples; [ ] = another dose, or the depositor's remark.
No.	SMILES	GPR55 antagonists	NTR1 agonist	NTR1 agonist cell count 20 µM	Siah-1 displacement	GPR55 beta-arrestin	HIV peptide binding	NS5 inhibitors	AID2073	GPR35 arrestin U2OS	UTI89 phage lysis
1	Cc1cccc(C(=O)NCCN(C)C)c1	10%	-0.6	49	0%	-0.2%	1.4%	-3%	-1%	-3%	0.0%
2	O=C(CSc1cn(Cc2cccc(F)c2)c2ccccc12)NCc1ccc(F)cc1	-3%	-0.1	84	-3%	0.1%	1.0%	0%	9%	-18%	-0.5%
3	Cc1[nH]c2ccc(F)cc2c(=O)c1SC(F)(F)C(F)C(F)(F)F (configuration not stated)	-3%	0.0	38	0%	0.5%	17%	-9%	-10%	4%	-0.4%
4	C#CCOCCOCCOCCNc1nc(N2CCOCC2)nc(N2CCN(C(=O)[C@H]([C@@H](C)CC)n3cc([C@@H](N)CC(C)C)nn3)CC2)n1	1%	-2.8	94	0%	0.1%	2.5%	2%	19%	-3%	-0.4%
5	CC1(C)CC(=O)c2sc(NC(=O)c3ccccc3)nc2C1	-7%	0.6	46	0%	0.5%	0.2%	nt	2%	-13%	nt
6	CCN(CC)CCN1C(=O)C(O)=C(C(=O)c2cc3cccc(OC)c3o2)C1c1cccs1 (configuration not stated)	-11%	-0.6	57	8%	0.2%	-0.1%	nt	15%	15%	nt
7	COCCOC1CCN(C(=O)C2CCC(=O)N(CCc3ccc(OC)cc3)C2)CC1 (configuration not stated)	5%	0.2	58	-6%	0.3%	-0.6%	-4%	18%	13%	0.3%
8	COc1ccc(N(Cc2ccccc2)S(=O)(=O)c2cccc(C(=O)NC3=NCCS3)c2)cc1	-9%	0.6	54	4%	-0.1%	2.7%	-7%	-2%	9%	2.1%
9	COc1ccc(Cl)cc1C(=O)Nc1cccc2ncccc12	0%	3.8	42	-4%	-0.2%	0.8%	-8%	4%	2%	0.6%
10	C[C@@H](C(=O)Nc1nc2ccc(F)cc2s1)N1C(=O)C2CC=CCC2C1=O (some centres not stated)	3%	-1.1	23	-11%	-0.4%	-0.3%	-10%	-1%	6%	0.2%
11	CN(C(=O)CN1CCN(c2ccc([N+](=O)[O-])cn2)CC1)c1ccccc1	2%	-0.2	88	-4%	-0.1%	-1.7%	-1%	4%	-12%	0.2%
12	CCN(CC(=O)Nc1ccc(OC)c(OC)c1)CC(=O)Nc1ccccc1C(F)(F)F	10%	-0.7	93	3%	-0.2%	-1.8%	4%	7%	-7%	0.1%
13	COc1ccc(Br)cc1CN1CCN(C(=O)c2cccc(F)c2)CC1	-6%	-0.1	96	8%	0.0%	-1.5%	0%	-6%	10%	0.3%
14	S=C(NCc1ccco1)NC1CCCc2ccccc21 (configuration not stated)	0%	0.8	61	12%	0.1%	1.3%	-14%	-2%	22%	0.2%
15	COc1ccccc1S(=O)(=O)Cc1ccc(C(=O)NCC2CCCO2)o1 (configuration not stated)	8%	0.9	72	4%	0.7%	-1.4%	-3%	-7%	5%	0.1%
16	CCOc1ccc(/C(O)=C2\C(=O)C(=O)N(CCN(C)C)C2c2cccc(OC)c2OC)cc1Cl (configuration not stated)	1%	-0.7	61	-2%	0.7%	-0.8%	-3%	-7%	4%	0.1%
17	O=C(CCCn1c(=S)[nH]c2cc3c(cc2c1=O)OCO3)NC1CC1	16%	4.1	64	5%	-2.0%	0.4%	-1%	-16%	6%	0.8%
18	COC(=O)c1cc(COC(=O)c2ccc(OC)c(S(=O)(=O)N3CCCC3)c2)oc1C	-6%	nt	nt	0%	-0.2%	-1.3%	-7%	1%	-4%	0.7%
19	CCN(CC)CCCN1C(=O)c2oc3ccccc3c(=O)c2C1c1cccnc1 (configuration not stated)	-8%	-0.4	34	-2%	-0.2%	-1.4%	0%	-4%	2%	0.6%
20	O=C(NC(NC(=S)Nc1cccc(Cl)c1)C(Cl)(Cl)Cl)OCc1ccccc1 (configuration not stated)	20%	31	34	-1%	0.6%	0.4%	-8%	-7%	16%	0.5%
21	Cc1cc(C)n(CC(=O)N2N=C(C(F)F)CC2(O)C(F)F)n1 (configuration not stated)	11%	0.9	47	7%	-0.2%	1.8%	0%	-13%	-7%	0.7%
22	COC(=O)c1ccc(CN2CCC(CO)(Cc3ccccc3Cl)CC2)cc1	-2%	2.2	88	-2%	-0.1%	-0.9%	nt	3%	-3%	0.8%
23	Cc1ccc(-n2nnnc2SCC(=O)c2cc(C)n(CC3CCCO3)c2C)cc1 (configuration not stated)	-5%	13	44	-2%	0.3%	1.2%	-2%	?	-3%	-0.1%
24	Cc1nonc1NC(=O)c1ccc(Cl)c(S(=O)(=O)N2CCCCC2)c1	-6%	0.9	57	2%	-0.1%	0.9%	3%	-1%	-12%	3.4%
25	NNC(=O)c1nn(-c2ccccc2)cc1O	10%	0.8	34	29%	-0.6%	14%	nt	-6%	-10%	nt
26	Cc1ccc(OCc2cc(C(=O)NCC(C)(C)N3CCOCC3)no2)cc1C	-14%	1.9	57	2%	0.0%	-0.1%	-8%	0%	3%	0.6%[50 µM]
27	CN(Cc1ccccc1)C(=O)CCn1c(=O)oc2ccccc21	2%	3.8	50	-4%	-0.1%	-1.3%	2%	-7%	10%	-0.4%
28	C=CCOc1ccc(/C=C2/C(=O)ON=C2C)cc1OCC	1%	2.1	89	1%	-0.3%	1.2%	>100µM*	15%	-10%	0.0%
29	O=C(NCCCN1CCOCC1)c1nn2c(C(F)(F)F)cc(-c3ccco3)nc2c1Cl	8%	-0.7	43	2%	0.7%	0.3%	-3%	5%	2%	0.1%
30	CCOc1cc(/C=C/C(=O)O)ccc1OCCO	1%	-1.4	34	3%	0.1%	0.9%	-3%	10%	3%	-0.1%
31	CC1=C(C#N)C(NC(=O)C2CC2)(C(F)(F)F)C(=O)N1 (configuration not stated)	1%	0.2	52	0%	-0.1%	0.7%	-1%	15%	13%	0.1%
32	Cn1nc(-c2ccccc2)c2cc([N+](=O)[O-])ccc21	2%	1.5	59	9%	0.3%	-1.2%	-1%	-2%	2%	0.5%
33	O=C(COc1nc2ccccc2nc1N1CCOCC1)Nc1ccc(S(=O)(=O)N2CCCC2)cc1	-14%	1.5	56	-3%	0.2%	11%	-5%	-1%	-11%	0.2%
34	CCC(=O)N1CCN(c2ccc(NC(=O)c3ccc4c(c3)OCO4)cc2)CC1	-11%	1.9	67	-4%	-0.2%	0.3%	-7%	-6%	0%	2.2%
35	COCCn1c(SCC(=O)N(C)c2ccccc2)nc2c([nH]c3ccccc32)c1=O	3%	0.6	56	2%	-0.1%	1.1%	-1%	0%	1%	-0.3%
36	CCOc1ccc(CCNC(=O)COC(=O)c2cc(S(=O)(=O)N3CCOCC3)ccc2F)cc1OCC	-16%	0.3	45	-2%	-0.1%	-0.9%	-15%	2%	2%	0.3%
37	CCSCc1nnc(SCC(=O)Nc2cccc(SC)c2)n1C	-7%	0.1	31	-1%	-0.2%	-2.7%	0%	0%	3%	-0.2%
38	COc1ccc2c(c1)[nH]c1c(=O)n(CCCn3ccnc3)cnc12	-13%	-1.3	48	-3%	-0.1%	-4.0%	-2%	0%	4%	0.7%
39	CC(CCc1ccccc1)NC(=O)C(=O)Nc1ccccc1 (configuration not stated)	7%	-0.8	47	6%	0.7%	-0.5%	-4%	1%	-18%	3.0%
40	Cc1cc(NC(=O)CSc2nc3cc(C(=O)NCCCOC(C)C)ccc3c(=O)n2Cc2ccco2)no1	0%	0.0	55	-4%	-0.2%	1.1%	-1%	26%	-7%	0.0%
41	Cc1cc(C)nc(NS(=O)(=O)c2ccc(NC(=O)CN3C(=O)S/C(=C\c4ccccc4)C3=O)cc2)n1	10%	1.0	60	0%	-0.3%	21%	-3%	0%	-7%	-0.4%
42	COc1ccc(CNC(=O)CSc2n[nH]c(N)n2)cc1OC	-6%	1.1	54	-2%	-0.3%	-1.6%	-3%	-4%	-2%	-0.1%
43	O=C1c2oc3ccccc3c(=O)c2C(c2cccnc2)N1CCCN1CCOCC1 (configuration not stated)	8%	1.5	51	2%	0.3%	-0.6%	-3%	-10%	-12%	7.0%
44	CCn1ncc(C2=NOC(C(=O)Nc3cccc(C(C)=O)c3)C2)c1C (configuration not stated)	7%	-0.6	65	0%	-0.2%	0.4%	-1%	-7%	-2%	4.8%
45	O=C(COc1ccc(C(=S)N2CCCC2)cc1)Nc1ccc(F)cc1	2%	1.3	85	5%	-0.1%	-1.6%	-4%	12%	-5%	-0.2%
46	COc1ccc(OC)c(CCNC(=O)c2cccc(NC(=O)C3=C(C)OCCS3)c2)c1	10%	0.3	74	6%	-0.1%	-1.5%	2%	9%	-2%	1.1%
47	CC1(C)S[C@@H]2[C@H](NC(=O)Cc3ccccc3)C(=O)N2[C@H]1C(=O)O	4%&12%	2.9	59	2%&7%	0.6%&-0.1%	17%&1.7%	3%&1%	4%&12%	-9%&-4%	1.5%[50 µM]
48	COc1ccc(C2Nc3ccccc3C(=O)N2NC(C)=O)c(OC)c1 (configuration not stated)	8%	-0.8	88	5%	-0.3%	-1.4%	2%	8%	-4%	0.1%
49	O=S(=O)(NCCN1CCOCC1)c1cccs1	9%	-0.1	37	-3%	0.0%	0.3%	-16%	9%	-5%	0.0%
50	COc1ccc2ccccc2c1/C=N\n1c(C)cc(C)c(C(N)=O)c1=O	15%	-0.3	49	1%	-0.1%	-0.3%	-3%	-2%	-9%	0.6%[50 µM]
51	CC1=C(C(=O)Nc2cccc(C(=O)NCc3ccccc3C)c2)SCCO1	-13%	0.1	53	-6%	-0.1%	-2.2%	-2%	9%	21%	0.4%

# An excerpt from above, reduced to NS5 inhibitors, GPR55 beta-arrestin and AID2073.
entry | Molecule | NS5 inhibitors | GPR55 beta-arrestin | AID2073
34 | CCC(=O)N1CCN(c2ccc(NC(=O)c3ccc4c(c3)OCO4)cc2)CC1 | -7% | -0.2% | -6%
35 | COCCn1c(SCC(=O)N(C)c2ccccc2)nc2c([nH]c3ccccc32)c1=O | -1% | -0.1% | 0%

# Compound activity: PubChem, several laboratories
